MITF inh = inhibitors of human MITF; inhibition, % at 2.6 µM; O75030; AlphaScreen MITF homodimerization, bead proximity signal; AID 1259374; 650,000 tested, 0.91% active; in the data active means inhibition above about 50%;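 further: 0% = vehicle wells with protein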
Target sequence (O75030 whole entry, looked up): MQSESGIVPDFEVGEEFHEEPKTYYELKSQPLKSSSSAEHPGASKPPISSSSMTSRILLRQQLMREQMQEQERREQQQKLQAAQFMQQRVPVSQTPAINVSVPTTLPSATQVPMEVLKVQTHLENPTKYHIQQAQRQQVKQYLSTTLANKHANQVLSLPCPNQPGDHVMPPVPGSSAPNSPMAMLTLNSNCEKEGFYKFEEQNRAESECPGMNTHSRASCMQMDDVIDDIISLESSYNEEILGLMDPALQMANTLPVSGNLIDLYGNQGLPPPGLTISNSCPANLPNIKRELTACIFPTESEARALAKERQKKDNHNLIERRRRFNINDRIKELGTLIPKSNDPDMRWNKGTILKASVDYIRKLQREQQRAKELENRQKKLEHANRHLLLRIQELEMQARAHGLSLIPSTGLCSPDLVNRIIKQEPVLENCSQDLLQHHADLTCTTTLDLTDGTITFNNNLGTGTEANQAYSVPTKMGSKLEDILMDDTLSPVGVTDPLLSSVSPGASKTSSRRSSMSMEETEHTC
GPR151 ag = human GPR151 activation. Q8TDV0. PathHunter beta-arrestin GPR151 cells, luminescence. activation, % at 11.2 µM. 650,000 tested, 1% active; in the data active means activation above about 4.9%;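 further: 0% = median of compound wells and 100% = cells with positive control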
Target sequence (Q8TDV0 whole entry, looked up): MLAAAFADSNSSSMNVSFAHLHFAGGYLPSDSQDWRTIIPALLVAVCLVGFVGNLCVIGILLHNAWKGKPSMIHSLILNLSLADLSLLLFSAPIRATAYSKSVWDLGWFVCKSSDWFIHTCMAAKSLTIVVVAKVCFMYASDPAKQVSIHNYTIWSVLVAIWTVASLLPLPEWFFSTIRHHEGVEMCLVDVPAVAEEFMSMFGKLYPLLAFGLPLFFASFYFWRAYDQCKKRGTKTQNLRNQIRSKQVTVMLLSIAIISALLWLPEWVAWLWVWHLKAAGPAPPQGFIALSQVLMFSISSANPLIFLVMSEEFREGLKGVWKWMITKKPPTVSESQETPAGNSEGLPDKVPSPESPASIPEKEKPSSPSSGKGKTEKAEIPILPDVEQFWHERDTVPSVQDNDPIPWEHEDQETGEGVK
TEAD-YAP block = TEAD-YAP interaction inhibition; inhibition, % at 9.12 µM; HEK-TIYL cells, TEAD-Gal4/YAP UAS-luciferase luminescence; 640,000 tested, 1.4% active; in the data active means inhibition above about 32%;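 further: 0% = median of test compound wells and 100% = reference inhibitor wells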
FBW7 activator = activators of human E3 ligase FBW7. 650,000 tested, 0.13% active. AlphaScreen FBW7–phospho-cyclin E peptide binding, activator screen. Q969H0. AID 1259310. normalized activity (activation), % at 26.1 µM; in the data active means normalized activity above about 1.9%;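 further: purified mutant Fbw7 with reduced substrate affinity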
The depositor's hits bear a star.

mol	MITF inh	FBW7 activator	GPR151 ag	TEAD-YAP block
COCCN(CCOC)C(=O)COC(=O)c1ccc(I)cc1	-1.0	0.0	-0.6	-5.1
CCOc1ccc(NC(=O)c2c(NCc3cccs3)sc3c2CCC3)cc1	10.6	0.7	-1.3	6.1
CCOc1ccccc1NC(=O)CNC(=O)c1nn(-c2ccc(OC)c(OC)c2)c(=O)c2ccccc12	10.8	0.3	-0.5	22.1
Cc1cccc(Cn2c(NN)nc3c2c(=O)[nH]c(=O)n3C)c1	10.9	0.3	-0.9	-9.1
O=c1[nH]c(C2CCNCC2)nc2sc3c(c12)CCCC3	-17.4	0.7	-0.1	-5.9
CCOC(=O)N1CCN(Cc2c(F)cccc2Cl)CC1	12.5	0.0	0.4	0.5
O=C(OCC(=O)N1CCc2ccccc21)c1ccc(O)c(Br)c1	0.9	0.0	0.3	-6.4
Cc1ccc(-c2cnn3c(NCc4ccco4)ccnc23)cc1	1.0	1.1	0.3	-49.4
O=C(CN1CCNCC1)NC1CCCCC1	-5.6	0.1	3.3	8.7
CCN1CCN(C(c2ccc(OC)cc2)c2nnnn2Cc2cccs2)CC1 (centres undefined)	5.6	0.1	0.1	0.3
CCOC1=NN(c2ccc([N+](=O)[O-])cc2)C(=O)/C1=C/c1ccc(OC)c(OC)c1OC	6.4	0.3	-1.0	-1.5
COC(=O)c1ccccc1NS(=O)(=O)c1cc(C)ccc1OC	2.0	0.0	-1.7	8.0
CC(C)n1cnc2c(NCCCN3CCCC3=O)nc(-c3ccc(C(=O)NC4CC4)cc3)nc21	3.0	0.0	1.1	13.4
Cc1ccc(C)c(NC(=O)c2cc(S(=O)(=O)N(C)Cc3ccccc3)ccc2F)c1	2.5	0.1	-0.8	-2.0
COC(F)(C(=O)Nc1ccc2nc(C)ccc2c1)C(F)(F)F (centres undefined)	-9.1	-0.2	-0.8	-26.3
COc1cccc(OC)c1C(=O)OCC(=O)NC(N)=O	0.2	0.0	0.7	-2.5
Cc1ccc2cc(Nc3nc(Nc4ccc(OC(F)(F)F)cc4)nc(N4CCOCC4)n3)ccc2n1	5.6	0.5	3.2	-36.1
Cc1c(-c2cccc(Cl)c2)nc2ccccc2c1C(=O)OCC(=O)N1CCOCC1	-4.1	-0.2	0.0	4.6
COc1cc(C(=O)n2ccnc2)cc(OC)c1OC	2.6	0.4	-0.2	0.2
N#Cc1ccc(-c2ccc(OCC(O)CN3C(=O)c4ccccc4C3=O)cc2)cc1 (centres undefined)	0.8	0.3	0.9	3.2
CC(C)(C)C1CCc2c(sc(NC(=O)c3cc4ccccc4c(=O)o3)c2C(N)=O)C1 (centres undefined)	-16.3	-0.1	1.1	-6.0
Cc1ccc(O)c(/C=N/NC(=O)c2cccc(F)c2)c1	19.4	0.6	-0.6	-52.7
CCCc1cc(=O)n2[nH]c(-c3ccc(C(C)(C)C)cc3)cc2n1	-6.4	-0.1	-0.3	0.8
COc1cc(/C=N/NC(=O)c2cc(Cl)ccc2O)ccc1OC(=O)c1ccco1	-1.9	0.1	0.5	-16.9
O=C(Nc1ccc(O)c(-c2nc3ccccc3s2)c1)c1cccc2c(Br)cccc12	-2.1	-0.1	-0.7	4.7
COc1ccc([N+](=O)[O-])cc1NCc1cc(OC)c2c(c1)OCO2	38.4	0.0	-0.6	3.2
CC(=O)Oc1cn(C)c2ccccc12	-0.2	-0.1	0.9	-27.1
O=[N+]([O-])c1ccc2nonc2c1N1CCCC1	22.0	0.0	-1.6	2.2
Cc1nnc2c(Nc3ccc(C(=O)OC(C)C)cc3)nc3ccccc3n12	-12.1	0.0	0.3	-10.3
CCN1CCN(CCOCCOc2ccccc2)CC1	53.8*	-0.3	-0.7	12.3
O=C(O)/C(=C\c1cccs1)c1cccs1	8.4	0.2	-0.9	7.7
CC1=CS/C(=C(/C#N)C(=O)N2CCOCC2)N1c1ccccc1	-11.7	0.1	-1.6	-3.2
O=C1N/C(=C/c2cc(Br)ccc2O)C(=O)N1c1cccc(Cl)c1	-1.7	0.1	1.1	1.2
O=C(CN(Cc1ccccc1Cl)C(=O)CN1C(=O)CSc2ccccc21)NC1CC1	-0.9	0.1	0.9	11.9
O=C(Cn1c(-c2ccccc2)noc1=O)Nc1ccc(OCc2ccccc2)cc1	-8.2	-0.1	1.7	19.5
Cc1ccccc1NC(=S)NC(C)(C)C	9.7	0.2	0.4	16.0
Cc1ccc(C(=O)CSc2nnc(-c3ccc(NS(C)(=O)=O)cc3)o2)cc1C	2.8	-0.1	0.0	2.7
O=C(CSc1nc2cc(Cl)ccc2s1)NC1CC1	-3.5	0.0	-0.8	-19.6
CCOC(=O)Nc1ccc(C)cc1Br	24.8	0.6	0.0	12.8
N#CC1=C(N)OC2=C(C(=O)CCC2)C1c1cc(Cl)cc(Cl)c1OC(=O)N1CCOCC1 (centres undefined)	-0.8	-0.1	0.1	9.9

Shown with two lines to a compound: entries from further up
Values run as follows: MITF inh	FBW7 activator	GPR151 ag	TEAD-YAP block
O=C(CN(Cc1ccccc1Cl)C(=O)CN1C(=O)CSc2ccccc21)NC1CC1
→ -0.9	0.1	0.9	11.9
O=C1N/C(=C/c2cc(Br)ccc2O)C(=O)N1c1cccc(Cl)c1
→ -1.7	0.1	1.1	1.2

Of the compounds above, 4 have bromine.
mol	MITF inh	FBW7 activator	GPR151 ag	TEAD-YAP block
O=C(OCC(=O)N1CCc2ccccc21)c1ccc(O)c(Br)c1	0.9	0.0	0.3	-6.4
O=C(Nc1ccc(O)c(-c2nc3ccccc3s2)c1)c1cccc2c(Br)cccc12	-2.1	-0.1	-0.7	4.7
O=C1N/C(=C/c2cc(Br)ccc2O)C(=O)N1c1cccc(Cl)c1	-1.7	0.1	1.1	1.2
CCOC(=O)Nc1ccc(C)cc1Br	24.8	0.6	0.0	12.8

(more compounds)
mol	MITF inh	FBW7 activator	GPR151 ag	TEAD-YAP block
COc1ccc(-n2nc3cc(C)c(NC(=O)c4ccc([N+](=O)[O-])c(C)c4)cc3n2)cc1	-0.3	0.0	0.1	-13.0
C=C(C)C1CC=C(C)/C(=N/NC(=O)COc2ccc(C)cc2)C1 (centres undefined)	10.5	-0.1	0.2	3.4
CCc1ccc(CN2CCN(c3ncccn3)CC2)cc1	21.1	-0.1	1.4	-3.6
CN(C)N1C(=O)/C(=C\c2ccc(OCc3cccc4ccccc34)cc2)SC1=Nc1ccccc1	1.6	-0.1	3.3	15.1
COc1ccc(C(=O)Nc2cc(C(=O)N3CCN(c4ccccc4Cl)CC3)ccc2N2CC3CC(C2)c2cccc(=O)n2C3)cc1 (centres undefined)	21.6	0.2	0.6	8.5
COc1ccccc1CNC(=O)CN(c1ccc(Cl)cc1Cl)S(=O)(=O)c1ccccc1	6.2	-0.2	0.3	8.0
CCOc1ccc(N2C(=O)c3ccc(Oc4ccc(NC(=O)CCS(=O)(=O)c5ccc(Br)cc5)cc4)cc3C2=O)cc1	14.5	0.0	0.3	3.9
Cc1ccc(NC(=S)N(Cc2ccc(F)cc2)C2CCCCC2)cc1	17.6	0.3	0.6	-9.5
COc1ccc(CCN2CCC(NCCN(C)C)CC2)cc1	-2.9	-0.2	-1.9	7.6
CCCCNCCCCOc1ccccc1[N+](=O)[O-]	3.1	0.1	1.1	9.8
CCOC(=O)N1CCC(n2c(SCc3cccc(F)c3)nc3ccccc3c2=O)CC1	13.2	0.0	-1.7	-5.8
Cc1cc(NC(=O)CCCN2C(=O)C3C4C=CC(C4)C3C2=O)n[nH]1 (centres undefined)	-12.4	-0.1	-0.6	-5.1
O=C1c2ccccc2C(=O)N1CCNCCN1C(=O)c2ccccc2C1=O	8.9	0.0	1.6	1.9
Cn1c(Nc2ccc(N3CCC(C(=O)NCCc4ccc(O)cc4)CC3)nn2)nc2ccccc21	-6.4	0.0	-2.0	15.1
O=C(Cc1cn(-c2ccc(Nc3ccccc3)nn2)c2ccccc12)NCCN1CCOCC1	17.3	0.1	-1.2	-20.1
COc1ccc(OC)c(C2N=C(c3ccc4c(c3)OCO4)CC(c3ccccc3O)N2)c1 (centres undefined)	-7.3	-0.1	-1.6	-61.1
CCOC(=O)c1c(C)[nH]c(-c2cn3ccccc3n2)c1C	1.1	-0.1	-1.3	-7.7
COc1ccc(-c2cc3ccc(O)c(CN4CCN(CCO)CC4)c3oc2=O)cc1OC	-9.4	0.2	3.7	8.8
COc1ccc(-c2ccc(=O)n(CC(=O)NCC3CC3)n2)cc1OC	-2.7	-0.4	0.3	-20.8
CCOC(=O)c1ccc(NC(=S)N2CCN(S(C)(=O)=O)CC2)cc1	1.1	-0.3	-2.9	-10.6
Cn1c(=O)c2c(nc(Cl)n2Cc2ccc([N+](=O)[O-])cc2)n(C)c1=O	4.8	0.0	0.3	5.3
COc1ccc(-n2c(SCC(=O)c3ccc(Cl)cc3)nc3sc4c(c3c2=O)CCCC4)cc1	-7.2	0.3	-0.7	-4.0
Cc1ccc2nc(-c3ccc4c(c3)NC(=O)CO4)cn2c1	3.1	0.2	-0.6	-49.4
Cc1cc(I)ccc1NC(=O)CCC(=O)N/N=C1\CCCCC1C (centres undefined)	-13.5	0.0	-1.6	3.3
CCOC(=O)CNC(=O)CSc1ccc2nnc(-c3cccnc3)n2n1	-8.3	0.7	-1.2	-9.2
CC1=C(C(=O)OC(C)C)C(c2ccccn2)n2ncnc2N1 (centres undefined)	3.2	-0.1	-0.4	-6.1
Clc1ccc(OCCCCn2ccnc2)c(Br)c1	48.7	-0.3	0.3	-7.4
Cc1nc(NCCc2ccccc2)c2c3c(sc2n1)CCC3	-7.5	-0.1	1.8	-1.8
CCOC(=O)CC(=O)N1CCc2nc(-c3ccccn3)nc(N3CCCCC3)c2C1	6.2	-0.5	0.2	2.9
COC(=O)c1ccc2c(=O)n(CCc3ccc(OC)c(OC)c3)c(SCC(=O)Nc3cc(C)on3)nc2c1	-2.9	0.2	5.8*	-2.0
CCOc1ccc(C2=NC(c3cccc(F)c3)NC(c3cccc(OCC)c3O)C2)cc1 (centres undefined)	1.4	-0.2	3.4	-0.7
Cc1c(C(c2ccc(O)c([N+](=O)[O-])c2)c2c(C)n(C)n(-c3ccccc3)c2=O)c(=O)n(-c2ccccc2)n1C	-14.8	0.2	-0.1	-6.1
COc1ccccc1NC(=O)CC(N)=S	-1.8	-0.1	0.8	-3.6
CCOc1ccccc1NC(=O)c1cccc2ccccc12	9.6	0.3	-0.6	3.6
CCn1c(=O)c(C(=O)Nc2ccc(C)c(C)c2)c(O)c2ccccc21	-2.7	0.2	-0.9	-1.0
O=C(Cc1ccccc1)Nc1nnc(CC2=CCCCC2)s1	15.7	0.1	2.1	-2.5
O=C1/C(=C/c2ccc(O)cc2)C(CSc2ccc(Cl)cc2)=NN1c1ccccc1	-0.2	-0.3	-1.2	3.9
Cc1cc(C)n2nc(C(=O)N/N=C/c3ccc(N(C)C)cc3)nc2n1	3.4	-0.1	-1.4	-19.3
COc1nn(C)cc1C(=O)N1CCC(C(=O)NCc2ccccn2)CC1	3.5	-0.2	-1.0	6.9
O=C(CN1C(=O)NC(CCc2ccccc2)C1=O)Nc1cccc(Br)c1 (centres undefined)	5.3	0.1	-0.7	-7.4
CC(C)CC(=O)NC(Nc1ccccc1[N+](=O)[O-])C(Cl)(Cl)Cl (centres undefined)	19.6	0.3	-1.2	-2.0
COCCN1C2=C(C(=O)CC(C)(C)C2)C(c2ccc(O)c(OC)c2)C2=C1CC(C)(C)CC2=O	5.9	-0.1	1.9	-6.6
CCCC1=C(C(=O)OCC)C(c2ccccc2F)C(C#N)=C(N)O1 (centres undefined)	4.9	-0.1	0.7	1.2
COc1ccc(NC(=O)COc2ccccc2C(C)(C)C)c([N+](=O)[O-])c1	20.9	0.1	-0.3	1.9
CC(C(O)c1ccccc1)N(C)S(=O)(=O)c1cccs1 (centres undefined)	4.9	0.2	0.0	0.4
COCCNc1nc2c(-c3cccc(Br)c3)nnn2c2ccccc12	7.2	0.0	0.0	-1.3
CCN(CC)P(=NN=Nc1ccc2nnnn2n1)(N(CC)CC)N(CC)CC	1.4	0.0	-1.7	-6.8
Cn1ncc(Cl)c(Oc2ccccc2)c1=O	-18.3	-0.2	4.4	-7.6
COc1ccc(C(=O)Nc2ccc(-c3nc4ccccc4o3)cc2)cc1[N+](=O)[O-]	0.7	0.1	1.7	-10.4

Assay outcomes from PubChem.
